Rin1 Abl inh: inhibitors of Rin1-Abl protein binding, primary screen, biochemical, TR-FRET; AID 588664, 2011; actives 0.4% (n = 360,000); Tyrosine-protein kinase ABL1 (Homo sapiens) + Ras and Rab interactor 1 (Homo sapiens), …; inhibition, % at 7.35 µM; in the data active means inhibition above about 5%, passing the limit was not always enough
CendR NRP1 mod: modulators of CendR peptide binding to NRP-1, primary screen, biochemical, fluorescence polarization, uHTS; inhibition, % at 25 µM; actives 0.85% (n = 360,000); FAM-RPARPAR peptide binding to NRP-1;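 active means inhibition or corrected inhibition above about 18%, plus a signal ratio from 0.5 to 1.5, limit read from the data, passing the limit was not always enough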; further: strong numbers were not always called active
Target sequence (O14786 whole entry, looked up): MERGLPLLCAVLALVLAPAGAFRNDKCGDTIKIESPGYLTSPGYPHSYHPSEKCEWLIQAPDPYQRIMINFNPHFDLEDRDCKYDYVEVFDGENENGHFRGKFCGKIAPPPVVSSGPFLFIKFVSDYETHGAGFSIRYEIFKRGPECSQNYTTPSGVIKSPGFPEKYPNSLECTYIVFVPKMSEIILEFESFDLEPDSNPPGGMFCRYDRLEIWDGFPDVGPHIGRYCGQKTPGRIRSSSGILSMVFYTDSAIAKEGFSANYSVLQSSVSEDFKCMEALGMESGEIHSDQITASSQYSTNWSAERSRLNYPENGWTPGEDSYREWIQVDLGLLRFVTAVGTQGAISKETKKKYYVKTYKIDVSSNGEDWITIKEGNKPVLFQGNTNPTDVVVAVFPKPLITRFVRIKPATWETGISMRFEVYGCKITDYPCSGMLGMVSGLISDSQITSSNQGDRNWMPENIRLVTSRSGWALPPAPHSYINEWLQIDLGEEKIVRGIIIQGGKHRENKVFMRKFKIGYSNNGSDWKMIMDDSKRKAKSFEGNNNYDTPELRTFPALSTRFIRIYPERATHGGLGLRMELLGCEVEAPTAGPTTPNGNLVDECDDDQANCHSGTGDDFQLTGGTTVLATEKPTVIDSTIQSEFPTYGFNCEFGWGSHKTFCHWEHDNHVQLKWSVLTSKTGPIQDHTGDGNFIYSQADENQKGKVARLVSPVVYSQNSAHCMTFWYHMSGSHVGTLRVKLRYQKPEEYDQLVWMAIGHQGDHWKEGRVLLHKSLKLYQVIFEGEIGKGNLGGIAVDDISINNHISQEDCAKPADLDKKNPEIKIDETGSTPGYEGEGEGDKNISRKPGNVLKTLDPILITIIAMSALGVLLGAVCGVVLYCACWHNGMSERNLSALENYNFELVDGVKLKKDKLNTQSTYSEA
SKN-1 block: suppressors of acrylamide-induced Pgst-4::GFP reporter in worms, primary screen, SKN-1 inhibitor project, whole organism, uHTS, GFP/RFP fluorescence ratio, strain VP596. C. elegans VP596 Pgst-4::GFP/RFP ratio, 24 h. inhibition, % at 21.8 µM. actives 0.49% (n = 360,000). AID 624304, 2012;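 active means interference check ratio from 0.5 to 1.5 plus GFP to RFP signal ratio inhibition reaching or exceeding a fixed threshold, cut at about 30% in these data, passing the limit was not always enough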; further: some compounds called inactive have numbers as strong as hits
MsrA act: bovine MsrA enzyme activators, primary screen, biochemical, absorbance, HTS. Methionine sulfoxide reductase A (Bos taurus). purified bovine MsrA, absorbance read-out. activation, % at 10.6 µM. actives 0.3% (n = 360,000); in the data active means activation above about 7.5%;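 further: 0% = vehicle and 100% = reference activator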
FAS-TE inh: FAS thioesterase domain inhibitors, primary screen, biochemical, fluorescence intensity, uHTS. recombinant FAS-TE, OMFH fluorogenic substrate, fluorescence endpoint. AID 602261, 2012. actives 0.67% (n = 360,000). inhibition, % at 15 µM;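 active means compounds whose normalised, plate-corrected inhibition of enzyme fluorescence in the single-dose primary screen is 50% or more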;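 further: 0% = DMSO with enzyme and 100% = substrate without enzyme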
MLLE-PAM2 inh: inhibitors of PABP1 MLLE–PAM2 peptide binding, primary screen, biochemical, fluorescence polarization, FITC-PAM2, GST-MLLE. actives 0.36% (n = 360,000). Polyadenylate-binding protein 1 (Homo sapiens), P11940. inhibition, % at 20 µM; in the data active means inhibition above about 35%, passing the limit was not always enough;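 further: plate controls were DMSO wells with GST-MLLE for no effect and wells lacking GST-MLLE protein for full effect; some results filed as inactive read as strong as hits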
E coli Lon inh: inhibitors of E. coli Lon protease, primary screen, biochemical, fluorescence polarization; inhibition, % at 7.94 µM; P0A9M0; actives 0.42% (n = 360,000); purified E. coli Lon protease; in the data active means inhibition above about 13%, passing the limit was not always enough;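 further: 0% = enzyme with probe and DMSO and 100% = no enzyme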
Neddylation inh: inhibitors of cullin neddylation, primary screen, biochemical, TR-FRET, uHTS, NAE and Ubc12 | NEDD8-conjugating enzyme Ubc12 (Homo sapiens) + NEDD8-activating enzyme E1 regulatory … | calls only at 25 µM | actives 0.58% (n = 360,000) | AID 651699, 2012; in the data active means inhibition above about 36%
MT1-MMP act inh: blockers of MT1-MMP proenzyme processing, primary screen, HT1080 RFP-PRO-GFP cells, GFP/RFP fluorescence | GFP/RFP ratio fluorescence, overnight; percent of plate control window, DMSO zero | GFP/RFP ratio change, % at 20 µM | actives 0.061% (n = 360,000) | AID 651647, 2012;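 active means GFP/RFP ratio change of at least 30% with cell ATP level not reduced by more than half and red fluorescence within 50% of control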; further: strong numbers were not always called active
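Material – HT1080 RFP-PRO-GFP cells · Control set – DMSO wells and RFP-L50D-GFP cells · Incubation – overnight cell settling, then overnight compound exposure, 37 °C, 5% CO2 · Compound dosing – single-point 20 µM compound, 1% DMSO · Read-out – GFP/RFP fluorescence ratio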
* hit, by the source's call; i = inactive; / = no result given; + = active, no number.

Codes: A = Rin1 Abl inh; B = CendR NRP1 mod; C = SKN-1 block; D = MsrA act; E = FAS-TE inh; F = MLLE-PAM2 inh; G = E coli Lon inh; H = Neddylation inh; I = MT1-MMP act inh
canonical_smiles: CN(CC(=O)Nc1c(Cl)cccc1Cl)C(=O)c1n[nH]c2ccccc12
  A: 4	B: -8	C: 14	D: 7	E: -9	F: -2	G: 0	H: i	I: 0
canonical_smiles: O=C1/C(=N\S(=O)(=O)c2cccs2)C([n+]2ccc(CCCc3ccccc3)cc2)=C([O-])c2ccccc21
  A: -3	B: 7	C: -14	D: -1	E: 11	F: 8	G: -3	H: i	I: 2
canonical_smiles: COc1cccc(OCCSc2nnc3sc4ccccc4n23)c1
  A: 3	B: 6	C: -15	D: -6	E: -1	F: 3	G: 4	H: i	I: 5
canonical_smiles: Cn1c(=O)c2c(ncn2Cc2cccc(Cl)c2)n(C)c1=O
  A: 1	B: -3	C: 7	D: -3	E: -2	F: -2	G: -9	H: i	I: 5
canonical_smiles: CCc1nnc(NC(=O)CCC(=O)N2CCN(S(=O)(=O)c3cc(Cl)ccc3OC)CC2)s1
  A: 2	B: 5	C: 6	D: -2	E: 4	F: -8	G: 9	H: i	I: 2
canonical_smiles: O=C(NC1CCCC1)C1CC(c2ccc(F)cc2)=NO1 (configuration not stated)
  A: -5	B: 5	C: 9	D: 0	E: -4	F: 2	G: -13	H: i	I: 9
canonical_smiles: COc1cc(CCC(=O)OCC(=O)Nc2c(C)cccc2C(C)C)cc(OC)c1OC
  A: 2	B: -2	C: -14	D: -4	E: 1	F: 1	G: -6	H: i	I: -1
canonical_smiles: O=C(O)/C(=C\c1ccc(Cl)c([N+](=O)[O-])c1)c1ccc(S(=O)(=O)N2CCCC2)s1
  A: 3	B: 8	C: -2	D: -5	E: 31	F: -4	G: -6	H: i	I: 0
canonical_smiles: CCCCNC(=O)[C@H]1N2C(=O)c3c(ccc(OC)c3OC)C2SC1(C)C (some centres not stated)
  A: -2	B: 1	C: 14	D: -4	E: 1	F: 13	G: 6	H: i	I: 1
canonical_smiles: CCc1ccc(C(=O)COC(=O)C(CCSC)NC(=O)C23CC4CC(CC(C4)C2)C3)cc1 (configuration not stated)
  A: 5	B: 4	C: -8	D: -6	E: 8	F: 7	G: 2	H: i	I: 2
canonical_smiles: CSc1nc2ccc(N3C(=O)C4CCCCC4C3=O)cc2s1 (configuration not stated)
  A: 4	B: -6	C: -19	D: -15	E: -1	F: -4	G: -7	H: i	I: 7
canonical_smiles: Cc1ccc(N2CC(C(=O)OCC(=O)c3ccc([N+](=O)[O-])cc3)CC2=O)cc1 (configuration not stated)
  A: 2	B: -2	C: 5	D: -11	E: -3	F: 15	G: -8	H: i	I: 2
canonical_smiles: Cc1ccc(CNC(=O)CSCc2ccc(F)cc2)cc1
  A: 1	B: 16	C: 4	D: -3	E: 7	F: 6	G: 3	H: i	I: 2
canonical_smiles: O=C(CN1CCN(Cc2ccc3c(c2)OCO3)CC1)Nc1ccc2c(c1)OCCO2
  A: 4	B: -3	C: 6	D: 2	E: -6	F: -3	G: 0	H: i	I: 3
canonical_smiles: COC(=O)C1(CCSC)NC(c2ccccc2F)C2C(=O)N(c3ccc4c(c3)OCCO4)C(=O)C21 (configuration not stated)
  A: 1	B: 13	C: -15	D: -13	E: 8	F: 4	G: -12	H: i	I: 1
canonical_smiles: O=c1cc(-c2cc3ccccc3o2)c2cc(O)ccc2o1
  A: -1	B: 2	C: 1	D: -5	E: 1	F: 0	G: -4	H: i	I: -7
canonical_smiles: Cc1cc(/C=C(/C#N)C(=O)Nc2ccc(Cl)cc2)c(C)n1-c1cccnc1
  A: -1	B: -19	C: 1	D: -11	E: 12	F: -7	G: -15	H: i	I: -1
canonical_smiles: CCOc1ccc(C(C(=O)NC2CCCC2)N(CCCO)C(=O)c2ccc(-c3ccccc3)[nH]2)cc1 (configuration not stated)
  A: -1	B: -2	C: -4	D: -4	E: 5	F: -5	G: 0	H: i	I: -14
canonical_smiles: Cc1ccc(C2CC(=O)Oc3cc(C)c(Br)c(C)c32)cc1 (configuration not stated)
  A: -3	B: -81	C: -7	D: 3	E: 24	F: 6	G: -10	H: i	I: 5
canonical_smiles: CC1CCCN(S(=O)(=O)c2cc(C(=O)NCCc3ccc(S(N)(=O)=O)cc3)ccc2Cl)C1 (configuration not stated)
  A: -3	B: -13	C: -9	D: -8	E: 6	F: 7	G: 5	H: i	I: 6
canonical_smiles: CNC1(C(N)=O)CCN(Cc2ccccc2)CC1
  A: 1	B: 5	C: 5	D: 0	E: -6	F: 4	G: -8	H: i	I: -2
canonical_smiles: CCC(C)(C(=O)NC1CCCCC1)N(C)C(=O)c1ccccn1 (configuration not stated)
  A: -4	B: -6	C: -11	D: -3	E: -4	F: 5	G: 0	H: i	I: -3
canonical_smiles: COc1ccc(S(=O)(=O)N(C)CC(=O)Nc2ccc3c(c2)OCO3)cc1OC
  A: -1	B: 7	C: -19	D: 0	E: -3	F: 6	G: -7	H: i	I: 6
canonical_smiles: COC(=O)CN1C(c2ccccc2)=Nc2ccc(Cl)cc2C1c1ccccc1 (configuration not stated)
  A: 0	B: 10	C: 4	D: -12	E: 9	F: 6	G: 5	H: i	I: -13
canonical_smiles: CCC1(c2ccc(F)cc2)NC(=O)N(CC(=O)N2CCOCC2)C1=O (configuration not stated)
  A: 1	B: 8	C: 13	D: -3	E: -10	F: -6	G: 0	H: i	I: -3
canonical_smiles: CCOc1cc(/C=C(/C#N)c2ccc(F)cc2)ccc1OCc1ccc(C(=O)O)o1
  A: 3	B: -3	C: 8	D: -10	E: 3	F: -2	G: -5	H: i	I: 19
canonical_smiles: CCOC(=O)C(C(=O)OCC)C(C(=O)OCC)N1CCOCC1 (configuration not stated)
  A: -3	B: -3	C: 0	D: -3	E: -7	F: 24	G: 2	H: i	I: 0
canonical_smiles: Cc1nn(-c2ccccc2)c(C)c1NC(=O)COc1cc(F)ccc1[N+](=O)[O-]
  A: 0	B: 3	C: 3	D: -4	E: -3	F: -2	G: -7	H: i	I: -1
canonical_smiles: CCN(CC)S(=O)(=O)c1ccc2c(c1)c(=O)c(C(=O)NCCc1ccccc1)cn2C
  A: 2	B: 1	C: -3	D: 3	E: 12	F: -4	G: 4	H: i	I: -4
canonical_smiles: CC1(C)Cc2c(oc3ncn4ncnc4c23)CO1
  A: 1	B: -3	C: 10	D: -5	E: -9	F: -4	G: -3	H: i	I: 3

Five consecutive entries out of the list so far:
Codes: A = Rin1 Abl inh; B = CendR NRP1 mod; C = SKN-1 block; D = MsrA act; E = FAS-TE inh; F = MLLE-PAM2 inh; G = E coli Lon inh; H = Neddylation inh; I = MT1-MMP act inh
canonical_smiles: CNC1(C(N)=O)CCN(Cc2ccccc2)CC1
  A: 1	B: 5	C: 5	D: 0	E: -6	F: 4	G: -8	H: i	I: -2
canonical_smiles: CCC(C)(C(=O)NC1CCCCC1)N(C)C(=O)c1ccccn1 (configuration not stated)
  A: -4	B: -6	C: -11	D: -3	E: -4	F: 5	G: 0	H: i	I: -3
canonical_smiles: COc1ccc(S(=O)(=O)N(C)CC(=O)Nc2ccc3c(c2)OCO3)cc1OC
  A: -1	B: 7	C: -19	D: 0	E: -3	F: 6	G: -7	H: i	I: 6
canonical_smiles: COC(=O)CN1C(c2ccccc2)=Nc2ccc(Cl)cc2C1c1ccccc1 (configuration not stated)
  A: 0	B: 10	C: 4	D: -12	E: 9	F: 6	G: 5	H: i	I: -13
canonical_smiles: CCC1(c2ccc(F)cc2)NC(=O)N(CC(=O)N2CCOCC2)C1=O (configuration not stated)
  A: 1	B: 8	C: 13	D: -3	E: -10	F: -6	G: 0	H: i	I: -3

Next part.
Codes: A = Rin1 Abl inh; B = CendR NRP1 mod; C = SKN-1 block; D = MsrA act; E = FAS-TE inh; F = MLLE-PAM2 inh; G = E coli Lon inh; H = Neddylation inh; I = MT1-MMP act inh
canonical_smiles: CC1CCC(NC(=O)Cn2c(=O)oc3cc(S(=O)(=O)N4CCCC4)ccc32)CC1 (configuration not stated)
  A: 3	B: -6	C: -4	D: -6	E: -18	F: -1	G: 3	H: i	I: -4
canonical_smiles: COc1ccc(C(=O)OCC(=O)Nc2ccc(F)c(F)c2)cc1OC
  A: -3	B: 6	C: -20	D: -9	E: 4	F: 3	G: 14*	H: i	I: -7
canonical_smiles: Nc1ncnc(NNC(=O)CNC(=O)c2c(F)cccc2Cl)c1[N+](=O)[O-]
  A: -1	B: -13	C: -5	D: -3	E: -5	F: 15	G: 5	H: i	I: 1
canonical_smiles: CCN1CCN(c2ccccc2NC(=O)C(C)Oc2ccc(C(C)=O)cc2)CC1 (configuration not stated)
  A: -1	B: -7	C: 7	D: -2	E: -8	F: -2	G: -14	H: i	I: -6
canonical_smiles: Cc1cc(NC(=O)COc2cccc([N+](=O)[O-])c2)no1
  A: 0	B: 1	C: -12	D: -5	E: 1	F: -14	G: 1	H: i	I: 0
canonical_smiles: COc1ccc2c(c1)C1(C)CC(C)(C)N2C(=O)N1c1ccccc1 (configuration not stated)
  A: 0	B: 7	C: 2	D: -2	E: -5	F: 11	G: -3	H: i	I: 4
canonical_smiles: O=C1CCC([N+](=O)[O-])C(c2ccc(Br)cc2)N1 (configuration not stated)
  A: 11*	B: -7	C: -5	D: -1	E: -17	F: 2	G: 0	H: i	I: 5
canonical_smiles: Cc1c(OC(C)C(=O)NCC2CCC(C(=O)O)CC2)ccc2c3c(c(=O)oc12)CCCC3 (configuration not stated)
  A: -3	B: 9	C: 7	D: -3	E: -8	F: 4	G: 1	H: +	I: -2
canonical_smiles: CCN1CCSc2ccc(C(=O)NCc3cc(Br)ccc3OC)cc21
  A: -4	B: 9	C: 3	D: -2	E: 16	F: 9	G: -5	H: i	I: -2
canonical_smiles: O=C(CCc1ccccc1)c1nnc(-c2ccccc2)o1
  A: 2	B: -18	C: -1	D: -2	E: 17	F: 3	G: -1	H: i	I: 1
canonical_smiles: COC(=O)[C@]12CCCCC=C1N(Cc1ccco1)C(=O)[C@H](CC(=O)N1CCCCC1)C2
  A: /	B: 11	C: -6	D: -2	E: -12	F: /	G: 6	H: i	I: 1
canonical_smiles: NCCCCCc1nnc(SCc2ccccc2Cl)o1
  A: 3	B: -17	C: -26	D: -10	E: -11	F: -8	G: -4	H: i	I: -9
canonical_smiles: CCN(CC(=O)Nc1ccc(OC)cc1)C(=O)c1ccc2ccccc2c1
  A: 3	B: 0	C: -6	D: -1	E: -8	F: 11	G: -5	H: i	I: -1
canonical_smiles: O=C(Nc1ccccc1C(=O)O)c1cc(S(=O)(=O)N2CCCCCC2)ccc1Cl
  A: 6	B: -1	C: -6	D: -2	E: 5	F: -1	G: -6	H: i	I: 3
canonical_smiles: Cc1ccc2c(C)c(C(=O)N(Cc3ccc(N(C)C)cc3)C3CCS(=O)(=O)C3)oc2c1 (configuration not stated)
  A: 1	B: 10	C: 1	D: 0	E: 23	F: -2	G: 2	H: i	I: -3
canonical_smiles: CC(C)(C)CC(=O)Nc1ccc(S(=O)(=O)N2CCCC2)cc1
  A: 0	B: 0	C: -6	D: -4	E: -2	F: 7	G: 0	H: i	I: 4
canonical_smiles: O=c1nc(/C=C/c2cc([N+](=O)[O-])ccc2Cl)cc(C(F)(F)F)[nH]1
  A: -2	B: -19	C: -6	D: -4	E: 8	F: 8	G: 10	H: i	I: -13

Source: PubChem
